697 NFkB inh: inhibitors of PMA/ionomycin-induced NF-kB reporter, 697 cells, primary screen, B-cell NF-kB inhibitor project, cell-based, luminescence, uHTS. 697 B-cell NF-kB luciferase reporter, 16 h. inhibition, % at 4 µM. 330,000 tested, 0.33% active. AID 435022, 2010; in the data active = inhibition above about 35%
HKDC1 inhibitor: HKDC1 hexokinase inhibitors, primary screen, biochemical, fluorescence, uHTS. Q2TB90. recombinant HKDC1, G6PDH/diaphorase resazurin coupled fluorescence. inhibition, % at 20 µM. 340,000 tested, 0.16% active;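 active = inhibition above about 35% when tested at 20 µM, limit read from the data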;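 note: plate controls were DMSO wells with enzyme for no effect and DMSO wells lacking enzyme for full effect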
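Assay system: recombinant HKDC1 hexokinase; detection: coupled resazurin fluorescence, excitation 525 nm, emission 613 nm; benchmarks: DMSO-plus-enzyme-mix negative control, buffer-substituted positive control; compound dosing: single 20 µM dose; schedule: 90 min at room temperature in dark; also added: glucose plus 1 mM ATP as hexokinase substrates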
SENP8 inh: SENP8 protease inhibitors, primary screen, biochemical, luminescence; 330,000 tested, 1.2% active; purified SENP8, Z-RLRGG-aminoluciferin cleavage; Sentrin-specific protease 8 (Homo sapiens), Q96LD8; inhibition, % at 10 µM; AID 2540, 2010
Target sequence (Q96LD8 whole entry, looked up): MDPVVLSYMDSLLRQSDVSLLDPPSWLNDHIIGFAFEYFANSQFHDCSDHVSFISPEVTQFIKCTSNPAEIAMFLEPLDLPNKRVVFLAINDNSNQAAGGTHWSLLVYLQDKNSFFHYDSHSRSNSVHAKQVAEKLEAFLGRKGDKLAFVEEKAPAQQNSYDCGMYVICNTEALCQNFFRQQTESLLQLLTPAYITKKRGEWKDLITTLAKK
Gli-Sufu antag: Gli-Sufu pathway antagonists, primary screen, luciferase luminescence, Sufu-KO-LIGHT cells, uHTS | Sufu-KO-LIGHT fibroblasts, Gli luciferase reporter luminescence | inhibition, % at 5 µM | 340,000 tested, 0.74% active;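 active = inhibition above about 55%, limit read from the data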;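 note: 0% = DMSO-treated cells and 100% = wells with medium but no cells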
Apaf-1 inh: inhibitors of human Apaf-1 apoptosome, primary screen, biochemical, DEVD-Rh110 fluorescence, uHTS. 330,000 tested, 0.71% active. Apoptotic protease-activating factor 1 (Homo sapiens), O14727. reconstituted apoptosome caspase-3 activity. inhibition, % at 20 µM; active = inhibition of at least 40% at 20 µM;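 note: plate controls were DMSO wells for no effect and DEVD-CHO caspase inhibitor wells for full effect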
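Medium: Hepes buffer, pH 7.5 / System: biochemical Apaf-1 apoptosome reconstitution / Measured by: Rh110 fluorescence, excitation 480 nm, emission 540 nm / Times: compound with Apaf-1, dATP, procaspase-3 30 min, then 50 min reaction, room temperature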
Jurkat NFkB inh: inhibitors of induced NF-kB luciferase reporter, primary screen, TCR NF-kB activation inhibitor project, cell-based, luminescence, uHTS; Jurkat, PMA/ionomycin-induced NF-kB luciferase reporter; inhibition, % at 4 µM; 330,000 tested, 0.53% active; AID 435003, 2010
SENP7 inh: SENP7 protease inhibitors, primary screen, biochemical, luminescence, uHTS; AID 434973, 2010; recombinant SENP7, Z-RLRGG-aminoluciferin luminescence, 40 min; 330,000 tested, 1.5% active; inhibition, % at 5 µM; Sentrin-specific protease 7 (Homo sapiens), Q9BQF6;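 active = inhibition above about 50% at the single test dose, limit read from the data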;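 note: plate controls were DMSO with enzyme for no effect and no enzyme buffer wells for full effect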
Target sequence (Q9BQF6 706-1050 limits assumed): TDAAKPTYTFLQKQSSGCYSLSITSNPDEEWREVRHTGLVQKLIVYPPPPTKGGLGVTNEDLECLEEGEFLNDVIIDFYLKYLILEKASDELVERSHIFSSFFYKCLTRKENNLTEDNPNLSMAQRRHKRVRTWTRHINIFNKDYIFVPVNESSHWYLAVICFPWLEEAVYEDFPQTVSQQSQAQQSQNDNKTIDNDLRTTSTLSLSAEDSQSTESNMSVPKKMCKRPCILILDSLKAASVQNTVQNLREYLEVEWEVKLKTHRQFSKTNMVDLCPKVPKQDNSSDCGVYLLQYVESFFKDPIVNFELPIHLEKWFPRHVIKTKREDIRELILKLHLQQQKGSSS
UBC13 inh: UBC13 polyubiquitin chain formation inhibitors, primary screen, biochemical, TR-FRET, uHTS; inhibition, % at 20 µM; Ubiquitin-conjugating enzyme E2 N (Homo sapiens), P61088; 330,000 tested, 0.47% active; in the data active = inhibition above about 45%, passing the limit was not always enough
Target sequence (P61088 whole entry, looked up): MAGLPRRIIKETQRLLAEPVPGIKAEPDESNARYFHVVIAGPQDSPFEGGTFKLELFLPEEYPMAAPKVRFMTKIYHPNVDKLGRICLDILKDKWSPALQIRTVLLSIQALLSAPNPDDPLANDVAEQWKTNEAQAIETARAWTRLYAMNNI
Numbers without * were called inactive; & = joins results of further samples. Cut-off read from the data, not from the text of the source, unless noted: active = inhibition above about 50%; inactive = the rest.

A first look:
SMILES	697 NFkB inh	HKDC1 inhibitor	SENP8 inh	Gli-Sufu antag	Apaf-1 inh	Jurkat NFkB inh	SENP7 inh	UBC13 inh
COc1ccc(OC)c(NC(=O)CCNS(=O)(=O)c2cc(Br)cnc2N)c1	7.9	-1.3	-0.2	-1.2	-5.3	10.2	-1.2	8.2
CCOc1ccc(C(C)=O)cc1COC(=O)c1cccnc1SC	3.1	-7.2	2.1	-4.5	5.0	-2.7	-8.4	6.1

All compounds of this part, previewed entries included:
SMILES	697 NFkB inh	HKDC1 inhibitor	SENP8 inh	Gli-Sufu antag	Apaf-1 inh	Jurkat NFkB inh	SENP7 inh	UBC13 inh
COc1ccc(OC)c(NC(=O)CCNS(=O)(=O)c2cc(Br)cnc2N)c1	7.9	-1.3	-0.2	-1.2	-5.3	10.2	-1.2	8.2
CCOc1ccc(C(C)=O)cc1COC(=O)c1cccnc1SC	3.1	-7.2	2.1	-4.5	5.0	-2.7	-8.4	6.1
O=C(Cc1ccccc1)Nc1ccc(NC(=O)c2cccnc2)cc1	10.4	-0.1	-0.6	-3.7	-5.0	3.1	-2.1	4.5
CC1CN(C(=O)c2cc(F)c(F)cc2Cl)CC(C)O1 (stereo not given)	14.9	-9.9	-0.9	-0.8	-11.9	-5.4	2.0	-0.9
Nn1c(Cc2ccc(F)cc2)n[nH]c1=S	-40.4	2.0	-9.3	-7.3	-0.2	-3.2	-0.4	-13.4
Cc1ccc(S(=O)(=O)N2CCC(NC(=O)OC(C)C)CC2)cc1	-8.0	12.5	0.4	4.7	-3.5	0.6	-2.1	4.1
COn1c(-n2nc(C)cc2C)nc2ccccc2c1=O	10.3	-2.3	-2.3	0.1	-1.5	7.9	-2.8	0.6
CCN(CC)CCC(c1ccc(OC)cc1)c1c(O)cc(OC)cc1OC (stereo not given)	-14.4	-2.4	-10.4	-6.5	1.0	-0.1	0.0	22.2
CCC(C)(C)NC(=O)c1ccccc1Oc1ccccc1	-9.7	4.4	-6.3	-9.6	2.3	-10.6	-5.4	-5.7
CCn1c(CNC(=O)c2cccnc2)cc2ccccc21	-24.0	-3.2	-6.2	2.7	-6.7	0.0	0.7	-3.8
Cc1cccc(NC(=S)NCc2ccc(F)cc2)c1	18.0	-8.0	-11.0	-3.5	17.0	-0.9	1.9	-1.2
CCc1ccc(C2=NN(CCC(=O)NC(C)CCc3ccccc3)C(=O)CC2)cc1 (stereo not given)	-7.3	-3.5	0.3	3.1	6.2	-1.5	6.0	8.6
Nn1c(SCC(=O)Nc2ccc(OC(F)F)cc2)nnc1-c1ccco1	-2.5	5.9	-4.2	1.5	2.4	0.1	8.9	1.8
O=C1CSC(c2ccccc2Cl)N1 (stereo not given)	-3.3	2.0	-3.2	-0.5	-2.0	-11.1	-5.0	-3.8
C[C@@]12C(=O)N(c3ccc(F)cc3)C(=O)N1[C@@H]1c3ccccc3OC[C@@H]1[C@H]2c1ccccc1	-9.8	-1.0	-10.7	-5.5	14.8	-0.8	9.5	-17.7
Fc1ccc(NC(=S)Nc2ccc(Br)cc2)cc1	-14.1	-4.7	-1.1	43.8	8.6	-8.7	4.1	6.1
CC(=O)NC1(C(Cl)(Cl)Cl)Oc2ccccc2O1	-2.2	0.4	-10.2	36.1	2.2	-5.9	-14.0	-3.2
NC(=O)C[C@@H]1NC(=O)[C@H](CCC(=O)O)NC(=O)c2cc([N+](=O)[O-])cc(I)c2OCC[C@@H](C(N)=O)NC1=O	28.5	2.8	-19.3	5.0	2.2	11.1	7.1	-4.5
CCOC(=O)c1ccc(Nc2nc(N)c3cc(OC)c(OC)cc3n2)cc1	30.2	5.2	73.0*	-3.0	54.2*	74.0*	97.1*	34.0
COc1cc(OC)cc(C(=O)NC(C(=O)NNC(=O)c2cc(Cl)ccc2OC)C(C)C)c1 (stereo not given)	10.5	-6.0	-3.6	1.8	5.3	2.9	8.8	5.7
O=C(c1ccc(-c2ccccc2)cc1)N1CCC(C(=O)N2CCCC2)CC1	0.7	5.9	3.8	3.7	-1.9	12.0	9.5	-2.6
COc1ccccc1N1CCN(Cc2ccc(C(=O)O)cc2)CC1	7.4	-7.8	-0.3	-4.7	-2.5	-1.6	11.2	-8.1
N#C/C(=C/c1cn(CC(=O)O)c2ccccc12)C(=O)NCc1ccccc1	-9.0	-8.5	-2.6	6.4	6.8	-0.8	-1.6	-15.9
CCC(C)(C)NC(=O)Cn1c(-c2ccccc2)cc(C(C)=O)c1C	20.2	-9.2	-2.6	-5.5	-12.5	10.6	6.6	6.2
CCOC(=O)C1CCN(Cc2ccc(C(=O)OC)cc2)CC1	4.5	-4.5	-3.5	2.5	-2.6	6.9	-4.3	-14.0
Fc1ccc(CNc2ccccn2)cc1	-14.6	-5.4	-9.1	-3.5	1.3	-8.9	-10.2	-3.9
CC(C)c1ccc(/C=N/NC(=O)CC(=O)NCc2ccccc2)cc1	0.3	-2.9	-0.5	-1.1	8.2	-1.7	4.7	-0.4
Cc1ccccc1NC(=O)CN1C(=O)NC(C)(c2ccc3c(c2)OCO3)C1=O (stereo not given)	15.6	-1.9	2.7	-58.5	-16.7	6.2	2.5	4.6
Cc1cc(C)n(-c2nc3ccccc3c(=O)n2OCC(C)C)n1	14.9	-4.7	6.1	-2.3	5.9	-0.3	4.0	1.2
COc1cc(NC(=O)CCCn2c(=O)oc3ccccc32)cc(OC)c1	14.2	-2.7	7.1	4.9	-4.4	14.2	-9.7	7.8
Cc1cc(C)c(S(=O)(=O)c2ccccc2C(=O)O)c(C)c1	13.7	-3.5	-7.9	-1.5	-7.1	6.0	0.9	-3.0
CCN(c1ccccc1)S(=O)(=O)c1ccc(Cl)c(NC(=O)CN2CCCCCC2)c1	-19.7	-2.2	2.5	6.6	-1.5	-10.5	6.7	-6.3
Cc1cccc2cc(C3CC(c4ccco4)=NN3S(=O)(=O)c3ccccc3)c(Cl)nc12 (stereo not given)	5.9	4.3	6.0	6.8	2.2	-2.3	11.9	-14.4
O=C(O)C1C2C=CC(C2)C1C(=O)NCc1ccc(Cl)c(Cl)c1 (stereo not given)	-5.8	-2.0	-6.9	-5.3	1.9	7.4	-3.2	-6.3
COc1ccccc1Oc1cn[nH]c1-c1ccc(OCC(=O)NN)cc1O	25.7	-1.5	-2.9	-2.8	16.7	-3.6	-1.0	4.7
N#CC(C(=O)c1ccc(S(=O)(=O)N2CCCCCC2)cc1)c1nc2ccccc2[nH]1 (stereo not given)	-8.0	-11.2	5.2	-7.3	0.8	0.4	-4.4	0.7
N#Cc1c(-c2c(Cl)cccc2Cl)noc1/C=C/Nc1ccc(C(=O)O)cc1	-34.9	-3.0	-4.5	6.2	6.7	-14.2	4.3	-6.3
Cc1cc(N2CCOCC2)n2cc(-c3ccc(F)cc3)nc2n1	20.1	0.7	-5.0	14.9	-10.4	2.4	0.9	19.0
Cc1noc(C)c1C(=O)Nc1ccc(F)cc1F	4.6	1.7	1.6	-4.5	-70.9	-1.3	-4.2	-2.4
CC(=O)c1nc(-c2ccccc2)sc1C	11.7	2.4	-5.0	5.8	-1.2	-17.0	5.8	-5.9
Cc1ccc(-c2nn(CC(=O)NCCN3CCOCC3)c(=O)c3ccccc23)cc1	8.9	-5.2	9.3	3.1	1.0	9.8	0.5	-6.1
CCc1ccc(OCCCC(=O)Nc2ccc(N3CCOCC3)cc2)cc1	3.9	-9.1	4.7	-10.6	-13.2	6.4	1.6	-1.1
CCOC(=O)Cc1csc(N/N=C\c2ccccc2OC)n1	-32.5	2.4	26.0	-17.9	19.2	-16.1	45.4	-6.1
O=c1[nH]snc1N1CCOCC1	6.9	-18.4	1.3	6.9	-2.3	-0.7	-2.3	-12.6
Cc1ccc(S(=O)(=O)N(CC(=O)NCCC2=CCCCC2)Cc2ccccc2F)cc1	11.5	-0.8	5.8	4.5	16.2	-4.2	3.0	-3.6

Filtered by structure, those above with an NH in an aromatic ring
SMILES	697 NFkB inh	HKDC1 inhibitor	SENP8 inh	Gli-Sufu antag	Apaf-1 inh	Jurkat NFkB inh	SENP7 inh	UBC13 inh
Nn1c(Cc2ccc(F)cc2)n[nH]c1=S	-40.4	2.0	-9.3	-7.3	-0.2	-3.2	-0.4	-13.4
COc1ccccc1Oc1cn[nH]c1-c1ccc(OCC(=O)NN)cc1O	25.7	-1.5	-2.9	-2.8	16.7	-3.6	-1.0	4.7
N#CC(C(=O)c1ccc(S(=O)(=O)N2CCCCCC2)cc1)c1nc2ccccc2[nH]1 (stereo not given)	-8.0	-11.2	5.2	-7.3	0.8	0.4	-4.4	0.7
O=c1[nH]snc1N1CCOCC1	6.9	-18.4	1.3	6.9	-2.3	-0.7	-2.3	-12.6

Additional results:
SMILES	697 NFkB inh	HKDC1 inhibitor	SENP8 inh	Gli-Sufu antag	Apaf-1 inh	Jurkat NFkB inh	SENP7 inh	UBC13 inh
C=CCN1C(=O)C(C)(C)N(C(=O)c2cccc([N+](=O)[O-])c2)c2ccccc21	-5.6	-0.7	8.8	6.8	1.4	20.9	-4.2	6.4
COC(=O)N1C(=O)[C@@](c2ccc(OC)cc2)(C(C)C)N1C(=O)OC	-1.0	0.6	-14.4	5.7	0.1	13.6	17.2	-1.1
O=CN1c2ccccc2CSc2ccccc21	-13.8	1.4	-7.2	-4.4	11.2	7.9	-9.0	-1.9
COC(=O)c1c(NC(=O)Cn2nc(C(F)F)cc2C(F)F)sc(C)c1C	-17.9	1.8	4.8	2.7	19.0	3.8	-3.0	-0.8
NS(=O)(=O)c1ccc(CCNCC(=O)NC2CC2)cc1	-1.6	-2.6	-7.7	6.0	-17.7	-6.0	1.2	7.9
CC(=O)c1c(C)[nH]c(C(=O)Nc2cccc(C)c2C)c1C	1.0	-6.3	6.2	2.1	2.9	1.0	3.7	5.2
C/C(N)=C(/C#N)C(=O)CSc1nnc(Nc2cccc(C)c2)s1	-37.7	5.9&-5.1	-2.0	-44.4&-56.6	-1.2	-62.8	-4.4	5.2
Cc1cc(=O)c(C(=O)O)nn1-c1ccccc1Cl	-4.6	-6.5	0.6	-24.7	1.0	-2.0	-10.1	-0.7
Cc1c(Cl)c([N+](=O)[O-])nn1CC(=O)NCC1CCCO1 (stereo not given)	-2.4	-5.0	-7.3	2.4	4.4	-30.3	-7.9	-2.6
Cn1nc(-c2ccc(Cl)cc2)c2cc(C(=O)NCc3ccco3)sc21	10.6	7.3	12.1	4.2	3.8	9.6	-7.0	15.9
CN(Cc1cnn(-c2ccc(F)cc2)c1)Cc1nc(Cc2ccccc2)no1	-13.0	2.0	9.2	17.4	-5.0	-6.8	1.9	-7.6
CC1(C)NC(=O)NC2(C)NC(=O)NC(C)(C)C12 (stereo not given)	-5.6	-3.3	-5.3	2.6	-2.0	-4.0	-9.7	-4.4
COc1ccc(Cn2c(=O)[nH]c3cc(C(=O)N4CCN(c5ccccc5OC)CC4)ccc3c2=O)cc1	-47.0	-2.2	-7.8	30.4	10.5	11.4	1.9	0.9
Cc1ccc(-c2nnc(N3CCN(C(=O)COc4ccccc4)CC3)c3ccccc23)cc1	0.6	2.8	3.5	18.0	34.9	22.1	3.0	-0.5
COc1cccc(NC(=S)NCCCN2CCOCC2)c1	19.0	-3.7	10.0	4.0	-6.8	5.3	5.8	-0.4
COc1ccc(/C=N/NC(=O)c2ccncc2)cc1CN1CCOCC1	8.7	0.2	8.3	2.1	-12.6	-0.4	1.5	-6.7
COC(=O)c1ccc(/C=C(\C#N)c2ccccn2)cc1	-104.1	12.9	22.0	-43.0	7.6	-124.8	25.6	-9.5
CCCCn1c(N)c(N(CC(C)C)C(=O)C2CSC3(C)CCC(=O)N23)c(=O)[nH]c1=O (stereo not given)	24.2	-7.9	-4.4	-5.4	0.2	15.0	-6.3	5.5
